FXIa inh: human FXIa protease inhibitors, primary screen, biochemical, 1536-well | purified FXIa, Boc-Glu-Ala-Arg-AMC fluorogenic substrate | inhibition, % at 5 µM | actives 0.14% (n = 220,000) | AID 798, 2007 | Coagulation factor XI (Homo sapiens), P03951;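 active means inhibition of at least 40%; inactive means inhibition below 40%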;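 further: fluorescence of freed AMC excited at 355 nm; 0% = enzyme without compound and 100% = no enzyme blank; many of its hits are not listed in these tables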
Target sequence (P03951 19-387 limits assumed): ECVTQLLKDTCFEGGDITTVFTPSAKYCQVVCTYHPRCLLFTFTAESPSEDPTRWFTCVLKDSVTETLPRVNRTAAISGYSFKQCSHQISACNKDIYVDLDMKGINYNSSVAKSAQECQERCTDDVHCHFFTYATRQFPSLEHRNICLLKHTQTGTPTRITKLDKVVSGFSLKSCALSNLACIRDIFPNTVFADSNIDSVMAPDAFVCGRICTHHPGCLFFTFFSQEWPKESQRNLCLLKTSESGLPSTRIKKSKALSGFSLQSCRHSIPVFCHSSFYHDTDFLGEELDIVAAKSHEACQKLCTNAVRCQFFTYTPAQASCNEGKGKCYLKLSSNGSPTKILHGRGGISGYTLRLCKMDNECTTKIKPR
Target sequence (P03951 388-625 limits assumed): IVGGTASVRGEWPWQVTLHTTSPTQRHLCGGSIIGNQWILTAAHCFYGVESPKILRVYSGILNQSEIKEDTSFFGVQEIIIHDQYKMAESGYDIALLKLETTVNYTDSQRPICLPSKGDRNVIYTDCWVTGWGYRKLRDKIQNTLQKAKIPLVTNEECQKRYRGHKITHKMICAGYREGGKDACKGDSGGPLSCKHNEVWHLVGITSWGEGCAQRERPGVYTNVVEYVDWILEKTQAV
CHOP inhibitor: inhibitors of CHOP promoter induction, primary screen, cell-based, unfolded protein response, luciferase reporter; CHO-K1 CHOP-promoter luciferase, tunicamycin-induced, 15-18 h; inhibition, % at 10 µM; actives 3.8% (n = 220,000); AID 2732, 2010;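 active means compounds that reduced the stress-induced luciferase reporter signal by more than about 70% of percent inhibition, limit read from the data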;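 further: 0% = tunicamycin plus vehicle and 100% = wells without tunicamycin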
zVAD death inh: inhibitors of zVAD-triggered necroptosis, primary screen, L929 cells; L929 zVAD necroptosis rescue, ATP luminescence, 24 h; with zVAD 60 µM; AID 1377, 2008; actives 0.38% (n = 220,000); viability rescue, % at 10 µM;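 active means activation, scaled between plate controls, above about 75%, limit read from the data; inactive means activation under that limit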;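 further: 0% = zVAD with DMSO and 100% = DMSO alone without zVAD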
PPC-1+TRAIL kill: compounds killing PPC-1 cancer cells with TRAIL present, primary screen, TRAIL potentiator project, ATPLite luminescence, uHTS | PPC-1 cells + TRAIL, ATPLite viability luminescence | cell killing (% activity), % at 4 µM | actives 0.41% (n = 220,000);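 active means cell killing above 50% in the first pass at 4 µM, then a duplicate retest at 5 µM averaging 50% or more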;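 further: plate controls were cells with TRAIL plus DMSO for no effect and medium-only wells lacking cells for full effect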
FXIIa inh: human FXIIa protease inhibitors, primary screen, biochemical, 1536-well; purified FXIIa, Boc-QGR-AMC fluorogenic substrate, 2 h; actives 0.3% (n = 220,000); AID 800, 2007; inhibition, % at 5 µM; Coagulation factor XII (Homo sapiens), P00748; in the data active means inhibition above about 40%;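 further: 0% = enzyme with no compound and 100% = blank without enzyme; many of its hits are not listed in these tables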
TbHK1 inh: Trypanosoma brucei hexokinase 1 inhibitors, primary screen, biochemical, G6PDH-coupled NADH absorbance, MLSCN library; hexokinase 1 [Trypanosoma brucei]; inhibition, % at 10 µM; recombinant TbHK1, G6PDH-coupled NADH A340; actives 0.11% (n = 220,000); AID 1430, 2008;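 active means inhibition of 50% or more in the single-dose primary screen; inactive means inhibition below 50%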
EP2 antag: human EP2 receptor antagonists, primary screen, TR-FRET cAMP, C6 glioma cells; actives 0.52% (n = 260,000); AID 1422, 2008; inhibition, % at 25 µM; C6 glioma cells expressing human EP2; cells stimulated with saturating PGE2;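 active means percent inhibition above 40 after rounding to a whole number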;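 further: rat C6 glioma host cells with rolipram phosphodiesterase inhibitor present; the protocol text gives 20 µM as final concentration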
Target sequence (P43116 whole entry, looked up): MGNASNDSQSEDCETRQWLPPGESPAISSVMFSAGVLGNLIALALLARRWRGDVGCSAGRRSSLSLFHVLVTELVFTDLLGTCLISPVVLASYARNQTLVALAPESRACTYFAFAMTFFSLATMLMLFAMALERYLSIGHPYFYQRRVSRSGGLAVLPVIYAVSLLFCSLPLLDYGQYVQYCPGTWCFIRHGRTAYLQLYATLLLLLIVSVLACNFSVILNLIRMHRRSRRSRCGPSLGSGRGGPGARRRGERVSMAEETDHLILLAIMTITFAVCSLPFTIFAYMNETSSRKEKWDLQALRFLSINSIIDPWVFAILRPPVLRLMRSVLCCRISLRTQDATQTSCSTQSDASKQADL
Wee1 degr inh: Wee1 degradation inhibitors, primary screen, cell-based, HeLa, Wee1K328M-luciferase, luminescence; HeLa Luc-Wee1K328M stability; 100% = proteasome inhibitor MG132 effect; reporter increase, % at 5 µM; actives 1.2% (n = 220,000);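 active means activation above the mean of all tested compounds plus 3 SD, set per screening run, cut at about 8.8% in these data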;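 further: cells exposed to compound for 20 h before luminescence read; 0% = DMSO alone and 100% = MG132 at 30 µM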
TNF necrop inh: inhibitors of TNF-alpha triggered necroptosis, primary screen, cell-based, Jurkat FADD-/-, single concentration; activation (protection from cell death), % at 10 µM; Jurkat FADD-/- TNF necroptosis rescue, ATP luminescence, 24 h; 0 = TNF only, 100 = no-TNF cells; AID 463075, 2010; actives 0.068% (n = 220,000);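 active means activation, meaning protection from cell death, of at least 50% relative to plate controls; inactive means activation below 50%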;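 further: necroptosis triggered by 40 ng/mL TNF-alpha added together with compound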
An asterisk follows results filed as active; . = no result given; & = joins results of further samples; [ ] = another dose, or the depositor's remark. These rows are one share of the data (hit frequency here may not be typical).

SMILES	FXIa inh	CHOP inhibitor	zVAD death inh	PPC-1+TRAIL kill	FXIIa inh	TbHK1 inh	EP2 antag	Wee1 degr inh	TNF necrop inh
CC1(C)CC(=O)C(C=NCCc2ccccn2)=C(O)C1	-5.5	-2.8	-0.2	11.6	9.4	-1.2	12.8	2.5	0.6
CCCC(=O)NCCc1ccc(F)cc1	-0.4	45.3	-0.1	16.5	13.1	0.1	3.0	4.0	1.6
CCc1[nH]nc2c1C(c1cccnc1)C(C#N)=C(N)O2 (stereo not given)	2.0	8.2	-0.2	8.4	28.4	-3.5	4.0	2.0	-2.7
CC1CCN(c2c(NCc3ccc(C(=O)NCc4ccccc4)cc3)c(=O)c2=O)CC1	-2.3	1.9	0.4	13.2	5.6	-8.1	5.8	0.2	0.5
CCCNC(=O)NC(=O)CSc1cccc(C(F)(F)F)c1	-3.5	2.1	-0.3	-4.9	4.3	5.5	6.9	-0.9	5.5
Cc1ccccc1NC1=C(Cl)C(=O)OC1OC(=O)c1ccccc1C (stereo not given)	1.2	60.3	-0.9	19.0	6.6	-2.8	4.8	-2.5	-2.0
COc1ccc(-c2n[nH]c(=S)n2C2CCCCC2)cc1	9.1	60.2	-0.1	-0.6	9.7	-0.7	-1.0	-2.2	-0.7
Cc1ccc(-c2cc(C(=O)NCCc3ccccn3)c3ccccc3n2)c(C)c1	-4.9	28.6	0.2	-3.0	5.4	-7.8	8.0	-0.6	-2.5
O=C1c2ccccc2CCCC12N=NCC2c1cccc2ccccc12 (stereo not given)	-7.0	65.4	-0.2	3.5	9.6	-3.1	.	2.2	-3.8
O=C(O)c1ccc(Sc2nnc(-c3cccc(Br)c3)o2)c([N+](=O)[O-])c1	7.0	4.9	0.2	9.2	20.5	-5.8	8.6	1.4	0.8
COc1ccc(N(C(C)C(=O)N/N=C/c2cccnc2)S(C)(=O)=O)cc1 (stereo not given)	-5.8	3.2	0.1	-17.7	0.7	-11.0	4.7	-1.3	1.0
COC1CCN(C(=O)c2ccc(OC3CCN(Cc4ccccn4)CC3)cc2)CC1	1.8	6.3	1.9	-16.1	9.0	-6.2	8.3	-2.0	0.9
O=C(C1CCC(C(=O)N2CCCCC2)CC1)N1CCCCC1 (stereo not given)	-4.7	22.3	-0.9	1.7	-1.6	-0.6	16.5	-0.9	-1.7
COc1ccc(C)cc1NC(=O)COC(=O)c1c(C)noc1C	-4.1	18.2	0.3	13.6	-0.8	6.1	4.0	-2.4	-1.8
Cc1c(C(=O)c2ccc(Cl)cc2[N+](=O)[O-])c2ccccn2c1CCC#N	4.5	-2.7	0.5	-6.4	9.9	-14.1	6.8	-1.9	2.1
CC(C)(C)NC(=O)CN(C(=O)c1ccc(Cl)nc1)c1cccc2ccccc12	-0.1	13.4	-0.1	.	13.4	5.4	6.4	-1.9	0.5
COc1ccc(NC(=O)COC(=O)CCCc2c[nH]c3ccccc23)cc1	-3.0	28.2	-0.5	30.3	7.7	-2.8	3.6	3.3	-0.4
Cc1occc1C(=O)NNC(=O)COc1ccc(Br)cc1Br	9.2	20.0	0.7	25.6	17.0	0.6	5.9	-0.1	1.6
N#CC1=C(N)OC2=C(C(=O)CC(c3ccco3)C2)C1c1ccc(OCc2c(F)cccc2Cl)cc1 (stereo not given)	2.8	17.6	-0.1	8.5	15.6	0.0	8.5	0.8	-0.1
O=c1oc2cc(Cl)ccc2n1CSc1nc2ccccc2s1	3.0	34.9	0.8	-5.8	9.9	17.2	5.1	-1.4	10.4

Of the compounds above, two contain a furan ring, fused or not:
SMILES	FXIa inh	CHOP inhibitor	zVAD death inh	PPC-1+TRAIL kill	FXIIa inh	TbHK1 inh	EP2 antag	Wee1 degr inh	TNF necrop inh
Cc1occc1C(=O)NNC(=O)COc1ccc(Br)cc1Br	9.2	20.0	0.7	25.6	17.0	0.6	5.9	-0.1	1.6
N#CC1=C(N)OC2=C(C(=O)CC(c3ccco3)C2)C1c1ccc(OCc2c(F)cccc2Cl)cc1 (stereo not given)	2.8	17.6	-0.1	8.5	15.6	0.0	8.5	0.8	-0.1

(further entries)
SMILES	FXIa inh	CHOP inhibitor	zVAD death inh	PPC-1+TRAIL kill	FXIIa inh	TbHK1 inh	EP2 antag	Wee1 degr inh	TNF necrop inh
Cc1cccc(NC(=S)N(CCCN2CCCC2)Cc2cccn2Cc2ccc(Cl)cc2)c1	3.5	-37.4	1.1	11.1	13.7	12.7	5.1	-3.1	-2.3
Cc1c(NC(=O)CN2CCC(C(N)=O)CC2)cccc1[N+](=O)[O-]	2.3	11.5	1.6	16.4	10.6	-3.3	4.7	-3.0	0.2
O=c1c2cc(NC(=S)N3CCC(N4CCCCC4)CC3)ccc2nc2n1CCCCC2	0.6	21.9	0.4	-0.3	7.0	-0.5	3.9	1.8	0.6
CCC(=O)Nc1nc(-c2ccc3c(c2)OCCO3)cs1	-5.9	-18.2	58.5	26.2	-1.4	-0.6	10.8	5.2	1.3
CCOc1cc(/C=C/C(=O)OCC(=O)NC2CCS(=O)(=O)C2)ccc1OCc1ccccc1 (stereo not given)	-3.5	21.2	1.7	1.2	0.4	-10.4	4.4	0.7	0.9
COc1ccc(-c2csc(N3C(=O)CNC3=S)n2)cc1	10.3	-22.4	2.5	39.6	12.0	-22.2	6.1	4.7	1.5
CCCNC(=O)c1ccc2c(=O)c(O)c(-c3ccc(F)cc3)[nH]c2c1	3.4	3.1	0.3	11.7	9.4	-26.2	22.4	.	-5.6
O=C(Cn1cnc2ccccc2c1=O)Nc1ccc(S(=O)(=O)N2CCOCC2)cc1	-3.0	-0.9	2.5	11.7	4.5	-4.7	5.9	3.3	0.3
COc1ccc(NC(=S)NCCCN2CCN(C3CCCCC3)CC2)cc1	-4.7	29.4	-0.1	4.8	6.8	10.4	7.5	-2.2	0.7
COc1ccc(/C=C/C(=O)c2ccc3c(c2)OCO3)c(OC)c1	3.2	12.5	0.1	49.1	11.3	-7.4	14.0	28.7*	-2.9
O=S(=O)(N/N=C\c1cccn1-c1ccccc1)c1ccc2ccccc2c1	-1.8	45.9	-0.3	20.2	11.6	-4.3	5.3	0.2	-3.7
CCOC(=O)c1nc(C)nc(Sc2n[nH]c(-c3cc(Cl)cc(Cl)c3)n2)c1C	-3.2	9.4	0.0	4.2	-0.9	-5.0	8.8	-2.8	2.1
O=C(COC(=O)CNC(=O)c1ccccc1)NCCc1ccccc1	4.5	0.7	0.6	11.9	8.9	-6.6	4.5	-3.0	-0.3
CC(C)(C)N1CCC1C(N)=O (stereo not given)	7.8	13.6	1.6	37.7	5.6	-4.0	6.1	2.0	2.7
O=C1CC[C@@H](CN(Cc2ccccc2)Cc2cn[nH]c2-c2cc3ccccc3o2)N1	1.2	27.3	0.1	-9.5	12.5	-15.5	0.3	-0.1	1.3
Cc1ccc2c(c1)c1ncnc(N3CCc4ccccc4C3)c1n2C	-6.0	63.5	2.7	0.5	-9.5	-4.9	14.1	3.5	-5.8
COc1cc(/C=C2\N=C(c3c(-c4ccccc4)noc3C)OC2=O)ccc1OC(C)=O	-4.2	-0.4	0.9	-0.7	2.0	-7.8	2.3	1.1	-0.7
O=c1c2ccccc2nc(COc2ccccc2)n1/N=C/c1cc([N+](=O)[O-])ccc1O	8.7	63.5	3.0	3.3	7.8	1.3	5.5	-2.6	-3.4
O=C(NCC(=O)N1CCCCC1)c1ccc(Cl)cc1Cl	8.3	-19.1	-0.7	11.1	13.0	-3.9	9.9	3.9	-0.5
Cc1c(Cl)cccc1NC(=O)CCC(=O)NNC(=O)c1ccccc1Cl	3.9	-0.6	0.0	20.2	15.0	1.6	3.9	-2.6	-3.9

Wee1 degr inh, entries above that show a hit.
SMILES | FXIa inh | CHOP inhibitor | FXIIa inh | TbHK1 inh | Wee1 degr inh
COc1ccc(/C=C/C(=O)c2ccc3c(c2)OCO3)c(OC)c1 | 3.2 | 12.5 | 11.3 | -7.4 | 28.7*

Going on with the list.
SMILES	FXIa inh	CHOP inhibitor	zVAD death inh	PPC-1+TRAIL kill	FXIIa inh	TbHK1 inh	EP2 antag	Wee1 degr inh	TNF necrop inh
Cc1csc(C(C)N(C)C(=O)CCc2nnc(CCc3ccccc3)o2)n1 (stereo not given)	-1.4	-8.6	2.9	-5.6	8.1	-5.2	3.8	-3.3	0.9
Cc1nc(-c2ccncc2)sc1C(=O)Nc1ccc(Cl)cc1	0.5	8.1	6.0	7.8	.	2.0	8.8	3.9	0.1
Cc1ccc2nc(-c3ccc(NC(=O)COCC(=O)O)cc3)sc2c1	-12.3	7.3	0.7	32.3	-0.2	-70.3	14.6	0.7	-1.1
O=C(/C=C/Nc1ccccc1F)c1cccs1	4.8	38.6	-0.3	50.1*	0.2	-7.4	6.5	1.0	-1.6
CC(C)n1c2ccccc2c2cc([N+](=O)[O-])ccc21	-1.0	41.6	0.9	-2.0	7.8	18.0	7.8	-0.7	0.6
COc1ccc(NC(=O)c2cc([N+](=O)[O-])ccc2O)cc1	2.1	75.0*	0.5	75.0*[5 µM]	8.7	-17.7	5.8	-3.9	-2.1
Cc1cccc(N(C)C(=S)Oc2ccc3ccccc3c2)c1	-4.0	32.3	-0.3	7.5	4.1	-1.0	14.3&6.7	-2.3	5.7
CC(C)N1CCN(Cc2nc3c(s2)CCCC3)CC1CCO (stereo not given)	4.6	22.8	0.1	5.4	13.4	-5.7	4.1	-3.6	0.3
Cc1ccc(C)c2[nH]c(=O)c(CN(CCN3CCCC3)C(=O)Nc3cccc(Cl)c3)cc12	-10.9	.	5.0	4.7	1.5	-6.4	11.8	-2.5	-0.6
CCOc1ccc(OCc2cccc(C(=O)N3CCCC3)c2)cc1	0.9	22.7	-1.4	28.3	12.7	7.5	7.2	-2.9	-2.1
COc1ccc2[nH]c(=O)c(CN(CC3CCCO3)S(=O)(=O)c3ccccc3)cc2c1 (stereo not given)	0.2	7.5	-0.7	13.2	11.6	-1.7	8.6	5.4	-1.6
CN(C)S(=O)(=O)c1ccc(N2CCCC2)c(C(=O)Nc2nc(-c3cc(F)ccc3F)cs2)c1	4.4	20.9	0.2	12.6	5.1	2.5	6.6	-2.1	2.1
COc1ccc(C(=O)C2CCCN(C(=O)c3cccnc3OC)C2)c(C)c1 (stereo not given)	0.3	7.1	-0.8	15.0	6.7	4.0	4.5	-2.1	0.8
COc1ccc(Cl)cc1N/C(N)=N/c1nc(CSc2ccc(C)cc2)cc(=O)[nH]1	4.4	30.8	0.1	3.6	12.0	-7.7	5.6	4.2	-1.3
CS(=O)(=O)N1CCc2cc(-c3csc(NC(=O)Cc4cccs4)n3)ccc21	-13.4	.	0.2	16.1	-2.2	-1.8	8.1&10.9	-0.9	-11.7
COc1ccc2cc3c(N)nn(C(=O)c4cccc([N+](=O)[O-])c4)c3nc2c1	-1.3	76.5*	3.8	14.8	-0.2	-13.9	6.0	-2.0	1.6
O=C(CC1C(=O)NCCN1Cc1ccc(-c2ccccc2)cc1)NCCCn1ccnc1 (stereo not given)	-5.8	13.8	0.6	3.3	0.2	-13.5	6.1	-1.0	2.4
O=C(c1ccccn1)C1CCCN(Cc2cn[nH]c2-c2cc3ccccc3o2)C1 (stereo not given)	6.2	8.8	1.0	0.9	8.1	-1.4	11.6	-0.9	4.4
COc1cc(CN=Cc2c(O)n(Cc3ccccc3)c(=S)[nH]c2=O)cc(OC)c1	-4.0	32.6	0.8	7.4	2.7	-9.1	6.8	-0.8	-9.7

Screening results deposited in PubChem BioAssay by several laboratories.
